Assay outcomes: PubChem BioAssay, several laboratories
human PMI inhibitors – human PMI inhibitors, high substrate, primary screen, biochemical, fluorescence intensity, high mannose 6-phosphate (AID 1220). recombinant PMI enzyme, coupled fluorescence intensity; higher % means a stronger effect. one-dose inhibition, % at 20 µM; IC50 in µM for titrated hits. Mannose-6-phosphate isomerase (Homo sapiens). 190,000 tested, 0.66% active; in the data active means inhibition above about 50%
P. falciparum M17LAP – P. falciparum M17LAP inhibitors, primary screen, biochemical, fluorogenic H-Leu-NHMec substrate, 1536-well (AID 1619). recombinant M17LAP, H-Leu-NHMec fluorogenic kinetic assay; higher % means a stronger effect. 220,000 tested, 0.38% active. one-dose inhibition, % at 30 µM; IC50 in µM for titrated hits. Leucine aminopeptidase (Plasmodium falciparum (isolate 3D7));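 active means compound inhibiting the enzyme by more than half at any dose during confirmatory dose-response retesting; inconclusive means strong single-dose inhibitors picked by rank but not retested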;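 further: plate controls were full reaction with DMSO carrier for no effect and no enzyme background for full effect; strong numbers were not always called active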
XIAP antagonists – XIAP antagonists, biochemical, IAP family, fluorescence polarization (AID 1018); displacement, % at 20 µM; hits with a dose series show IC50 in µM; XIAP BIR domain, fluorescence polarization peptide displacement; higher % means a stronger effect; 200,000 tested, 0.007% active; in the data active means displacement above about 50%; further: a part of the inactive calls stands beside numbers as strong as those of hits
Siah-1 displacement – Siah-1 peptide-binding antagonists, primary screen, biochemical, fluorescence polarization, rhodamine-plectin, uHTS (AID 1817). 290,000 tested, 0.02% active. Siah-1 / rhodamine-plectin peptide fluorescence polarization; higher % means a stronger effect. one-dose displacement, % at 20 µM; IC50 in µM for titrated hits. E3 ubiquitin-protein ligase SIAH1 (Homo sapiens);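 active means displacement of at least 50% at 20 µM, with a fluorescence ratio check between 0.3 and a set limit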;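 further: plate controls were Siah plus tracer with DMSO for no effect and tracer alone without Siah for full effect; strong numbers were not always called active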
M1AAP inhibition – P. falciparum M1AAP inhibitors, biochemical, fluorogenic H-Leu-NHMec substrate, 1536-well (AID 1445); Aminopeptidase N (Plasmodium falciparum (isolate 3D7)); recombinant M1AAP, H-Leu-NHMec fluorogenic kinetic assay; higher % means a stronger effect; one-dose inhibition, % at 30 µM; IC50 in µM for titrated hits; 220,000 tested, 0.42% active;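 active means primary inhibition above the hit cutoff, then over 50% inhibition at one or more dose response concentrations, cut at about 23% in these data, passing the limit was not always enough; inconclusive means conflicting primary data, or primary hits not chosen for dose response; inactive means low primary inhibition, or under 50% at every dose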;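 further: plate controls were DMSO full reaction for no effect and no enzyme background for full effect; strong numbers were not always called active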
Yfh1-depleted yeast – enhancers of respiration in Yfh1-depleted yeast, dose response, Friedreich's ataxia, plus single-dose screen (AID 1465). S. cerevisiae Yfh1-off respiration, WST-1 reduction, 72 h; higher fold induction means a stronger effect. fold induction at 50 µM; hits with a dose series show EC50 in µM. 220,000 tested, 0.074% active;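 active means fold induction of absorbance versus untreated yeast above a set limit, then at least 30% activation at any dose in follow-up; inconclusive means repeats straddling the limit, or above it without dose testing; inactive means fold induction below the set limit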;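 further: activators that raise dye reduction in frataxin-depleted yeast; strong numbers were not always called active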
West Nile antiviral – West Nile virus antiviral activity, cell-based, CPE readout (AID 1621); 290,000 tested, 0.02% active; one-dose CPE inhibition, % at 10 µM; IC50 in µM for titrated hits; West Nile virus-infected cells, CPE inhibition; higher % means a stronger effect; in the data active means a potency from the dose series; inconclusive means CPE inhibition mostly from about 3.7% at the one dose, without a potency; inactive means the rest, 99 in 100 with CPE inhibition below about 2.2%; further: strong numbers were not always called active
ER stress rescue – rescue of cells from ER stress-induced death, primary screen, 384-well, CSM14.1, thapsigargin, ATP luminescence (AID 1222) | 190,000 tested, under 10 active | CSM14.1 thapsigargin-induced death rescue, ATP luminescence; higher % means a stronger effect | cellular ATP content (survival), % at 20 µM, or EC50 in µM where a hit was titrated;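 active means EC50 below 50 µM in the dose-response confirmation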;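 further: death triggered by thapsigargin at about 15 µM added after 2 h compound pretreatment; cell ATP read after overnight thapsigargin exposure of roughly 18 to 22 hours; normalized against plate controls of thapsigargin alone and 5% DMSO vehicle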
Salmonella PhoP GFP – inhibitors of PhoP regulon expression, primary screen, Salmonella Typhimurium, GFP reporter (AID 1863); S. Typhimurium PhoP-regulated promoter GFP reporter, 4 h; higher % means a stronger effect; inhibition, % at 50 µM, or IC50 in µM where a hit was titrated; 300,000 tested, 0.16% active;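 active means inhibition over 29.93%, a cutoff 3 SD above the screen mean, later confirmed by dose response; inconclusive means inhibition over 29.93% but no dose response follow-up; inactive means inhibition at most 29.93% or unconfirmed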;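 further: 0% = low Mg2+ inducing control and 100% = high Mg2+ repressing control; strong numbers were not always called active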
* hit, by the source's call; i = inactive; u = inconclusive; x = not tested or not shown.

SMILES	human PMI inhibitors	P. falciparum M17LAP	XIAP antagonists	Siah-1 displacement	M1AAP inhibition	Yfh1-depleted yeast	West Nile antiviral	ER stress rescue	Salmonella PhoP GFP
CCOC(=O)CC(=O)CSc1nnc(Cn2c(=O)sc3ccccc32)n1C	-3%	9%	-3.0%	5%	5%	i	-0.8%	-0.6%	1%
O=C(c1cccs1)N1CCOCC1	2%	0%	-5.0%	2%	8%	i	0.6%	-1.3%	-9%
O=C(NCc1cccc(Cl)c1)c1cnccn1	-12%	-2%	-8.6%	-1%	11%	i	u	-1.3%	-7%
C#CCOC(=O)CCCC(=O)NCCCCCCCC	-2%	-5%	-3.5%	0%	-1%	i	0.1%	0.3%	-3%
COC(=O)Cn1c(=O)n(CCc2ccccc2)c(=O)c2c3c(sc21)CCCC3	19%	-9%	-5.3%	-1%	0%	i	0.6%	0.4%	1%
O=C(NNC(=O)c1sc2cccc(Cl)c2c1Cl)NC1CCCCC1	-7%	-4%	-3.3%	-1%	-4%	i	-0.2%	-1.3%	-13%
O=C(CN1CCC(NC(=O)Nc2ccccc2-c2ccccc2)CC1)NCc1ccco1	0%	-2%	-3.8%	-3%	2%	i	-0.4%	x	-3%
N=c1c(C(=O)NCc2ccc3c(c2)OCO3)cc2c(=O)n3ccccc3nc2n1Cc1cccnc1	8%	14%	4.4%	1%	12%	i	-0.1%	0.2%	-12%
Cc1cc(C)cc(NC(=O)C(Sc2ncnc3ccccc23)c2ccccc2)c1 (stereo unspecified)	10%	0%	-1.7%	-1%	17%	i	-0.5%	-0.7%	-2%
Cc1ccc(S(=O)(=O)N2CCN=C2SCc2ccccc2)cc1	4%	12%	-3.5%	3%	0%	x	x	-1.0%	8%
COCCNC(=O)C(=O)NNC(=O)c1ccccc1OC	12%	20%	-10%	-8%	-11%	i	0.1%	-1.3%	-3%
Cc1ccc(S(=O)(=O)NC(CCc2ccccc2)CC(=O)C(C)(C)C)cc1 (stereo unspecified)	12%	12%	-4.5%	5%	-1%	i	-1.1%	-4.2%	5%
O=C(CC1CCCCC1)NCCCN1CCOCC1	-3%	-7%	-10%	0%	-4%	i	1.3%	-2.2%	9%
CCN(CC)C(=O)CSc1nc2c(sc(=S)n2-c2ccccc2)c(=O)n1Cc1ccco1	14%	6%	-54%	3%	12%	i	0.9%	-1.2%	-1%
Cc1ccc(C)c(S(=O)(=O)NCc2ccc(C(=O)N3CCC(Cc4ccccc4)CC3)cc2)c1	17%	0%	-2.5%	4%	2%	i	0.0%	-1.5%	-2%
CCOC(=O)C1C(C(=O)Nc2cccc(C(F)(F)F)c2)C1C(=O)NC(C)C (stereo unspecified)	4%	4%	-6.7%	18%	-7%	i	0.6%	0.1%	4%
CCOCCCNC(=O)C1CCN(C(=O)N(C)C)CC1	2%	4%	-6.5%	0%	3%	i	0.7%	-0.4%	7%
Cc1cc(N=Cc2c(O)n(-c3cccc(C(F)(F)F)c3)c(=O)c3ccccc23)no1	-10%	-5%	-2.6%	0%	-2%	i	-0.7%	0.2%	4%
CCOC(=O)c1nn(-c2ccc(OCC)cc2)c2nc(-c3cccc(OC)c3)c(C#N)c(=O)n12	0%	-1%	3.9%	-2%	-2%	i	-1.7%	-1.2%	7%
COc1ccc(NC(=O)C23CC4CC(C2)CC(c2ccccc2)(C4)C3)c(OC)c1	8%	-5%	-5.1%	0%	-2%	i	-1.1%	-0.6%	0%
O=S(=O)(c1ccc(NC(=S)NC2CC2)cc1)N1CCOCC1	11%	0%	-6.1%	-6%	1%	i	-0.2%	-1.6%	-10%
CCOc1cc2[nH]c(=O)n(CCCC(=O)NCc3ccc(OC)cc3)c(=O)c2cc1OCC	-4%	-3%	-3.3%	-1%	-2%	i	0.3%	-1.0%	-13%
COc1cc2[nH]c(=O)n(CCC(=O)NC3CCCC3)c(=O)c2cc1OC	6%	6%	-1.3%	21%	0%	i	0.2%	-1.1%	-8%
COc1cc(OC)cc(C(=O)Nn2cc(C(=O)Nc3ccc(F)cc3F)c3ccccc3c2=O)c1	5%	-10%	0.8%	6%	4%	i	-1.3%	-0.1%	8%
O=C(NC(Cc1c[nH]c2ccccc12)C(=O)O)c1cccs1 (stereo unspecified)	-6%	10%	-4.6%	-2%	9%	i	0.5%	-0.3%	-12%
CCOc1ccccc1NC(=O)Nc1cc(OC)ccc1OC	8%	0%	0.6%	1%	7%	i	-0.2%	x	1%
COc1cc(NC(=O)CSc2nccc(C)n2)c(C)cc1[N+](=O)[O-]	1%	28%	-2.0%	7%	6%	i	0.8%	-1.6%	-3%
Cc1ccc(S(=O)(=O)N(C(=O)c2ccncc2)c2ccc(OC(=O)c3ccncc3)c3ccccc23)c(C)c1	-35%	4%	-6.2%	-1%	6%	i	u	-4.2%	2%
O=c1ccc(NS(=O)(=O)c2ccc(Cl)cc2)cn1Cc1ccc(Cl)c(Cl)c1	25%	6%	-2.4%	-1%	17%	i	-0.3%	-4.1%	1%
FC(F)(F)c1cnc(Oc2ccc(-c3nnco3)cc2)c(Cl)c1	3%	1%	-7.2%	-4%	10%	i	-0.2%	-0.8%	3%
COc1ccc(CC(=O)N/N=C/c2cccn2-c2ccc([N+](=O)[O-])cc2)cc1OC	-8%	0%	-2.8%	0%	11%	i	-1.1%	6.5%	5%
O=C(O)c1cccnc1SCC(=O)N1CCCc2ccccc21	x	19%	x	-4%	5%	i	0.1%	x	-9%
COc1ccc(-c2csc(NS(=O)(=O)c3ccc([N+](=O)[O-])cc3)n2)cc1	-6%	32%	5.9%	0%	13%	i	-0.4%	-1.2%	-2%
c1ccc(CCn2nnnc2CN2CCCc3ccccc32)cc1	-108%	18%	0.7%	4%	3%	i	0.1%	0.7%	10%
CCOC(=O)Nc1sc(NS(=O)(=O)c2ccc(C)cc2)nc1C	7%	16%	-0.3%	-2%	9%	i	0.0%	-3.2%	18%
COc1nc(N/N=C/c2ccc(-c3ccccc3[N+](=O)[O-])o2)nc(N2CCOCC2)n1	50%	20%	-1.4%	-3%	4%	i	1.0%	5.3%	-14%
Nn1c(SCC(=O)Nc2ccc3c(c2)OCO3)nnc1-c1ccc(Cl)cc1	0%	-2%	-6.7%	-1%	4%	i	0.2%	0.5%	1%
Cn1c(NC(=O)C2CCCC2)cc(=O)n(C)c1=O	11%	5%	-0.4%	-1%	12%	i	0.2%	-0.4%	-6%
O=C(CN1CCN(c2ccc(F)cc2)CC1)Nc1ccc(-n2cnnn2)cc1	4%	-1%	-3.9%	5%	-2%	i	-0.3%	-2.0%	0%
c1cc(CNCC2CCCO2)ccn1 (stereo unspecified)	3%	2%	-2.7%	-9%	-4%	i	0.8%	-1.0%	-9%
Cc1ccc(C)c(N(Cc2cc3ccc(C)cc3[nH]c2=O)C(=O)c2ccco2)c1	x	4%	x	-3%	8%	i	0.6%	x	-5%
CC(C)(C)c1ccc(NC(=O)C(=O)C2C(=O)Nc3ccccc32)cc1 (stereo unspecified)	-32%	-3%	-7.4%	-6%	16%	i	-0.3%	-1.4%	-2%
O=C(NCc1ccco1)c1cccnc1Cl	-13%	-1%	-1.2%	-6%	-1%	i	0.6%	-2.1%	-13%
Cc1cc(/C=N/Nc2ccc([N+](=O)[O-])cn2)c(C)n1-c1cccc(C(=O)O)c1	x	34%	x	-4%	16%	i	0.3%	x	-5%
CCC1(c2ccc(Cl)cc2)NC(=O)N(Cc2ccc(C(=O)OC)cc2)C1=O (stereo unspecified)	5%	-2%	-8.1%	-1%	6%	i	0.7%	-2.2%	6%
O=C(Nc1nc(-c2ccccc2)cs1)c1ccc(=O)[nH]c1	15%	-6%	-6.0%	-1%	3%	i	-1.2%	-1.3%	5%
C/C(=N\NC(=S)NC(C)C)c1ccc(C(C)(C)C)cc1	1%	-1%	-2.0%	0%	6%	i	-0.8%	0.5%	8%
CC1(C)CC(=O)c2c(nc3ccccc3c2N)C1	7%	-11%	-4.4%	-9%	4%	i	0.1%	-3.1%	41%
COC(=O)c1cn(NC(=O)c2cccnc2)c(=O)c2ccccc12	-8%	-7%	-1.2%	-2%	3%	i	-0.1%	-2.8%	4%
Cc1cc(C)cc(-n2cc(C(=O)O)c(=O)cc2C)c1	8%	-24%	-0.2%	2%	2%	x	x	0.0%	9%
CCOCCn1c(CN2CCN(C)CC2)nc2c1c(=O)n(C)c(=O)n2C	x	10%	x	0%	2%	i	0.1%	x	-3%
COC(=O)C1=C(C)N(C)C(C)=C(C(=O)OC)C1c1ccccc1C	-8%	0%	-1.8%	1%	8%	i	1.1%	1.0%	-2%
C/C(=N\Nc1nc(Nc2ccccc2)nc(N2CCOCC2)n1)c1cccs1	4%	x	-3.0%	5%	x	i	-0.2%	-1.5%	x
Cc1cc(C)n(-c2nc3ccccc3n3c(C)nnc23)n1	-8%	8%	-5.6%	-2%	6%	i	-0.3%	-2.4%	-3%
CSc1nc(C)cc(C)c1C#N	6%	-1%	-6.9%	-2%	12%	i	-0.1%	-0.4%	-7%
COc1ccc(S(=O)(=O)N2CCOCC2)cc1NC(=O)CSc1nnc(C2CC2)n1N	3%	2%	-5.5%	3%	6%	i	0.1%	-1.0%	-1%
Cc1ccc(/C=N/NC(=O)c2nnn(-c3nonc3N)c2CSc2ccc(Cl)cc2)cc1	-7%	5%	5.2%	2%	7%	i	0.6%	0.1%	-1%
Cc1cccc(NC(=O)CSc2ccc(C(N)=O)cc2[N+](=O)[O-])c1C	-7%	-11%	-1.5%	6%	2%	i	0.0%	-0.1%	4%
COc1cc(/C=N\NC(=O)OC(C)(C)C)ccc1OC(=O)c1ccco1	11%	3%	-4.3%	8%	3%	i	0.4%	27%	-6%
Cc1ccc(S(=O)(=O)N(CC(=O)O)Cc2ccccc2)cc1	-3%	7%	-6.0%	8%	-2%	i	0.8%	0.1%	-16%
C/[N+]([O-])=C/c1c(OCc2ccc(Cl)cc2Cl)ccc2ccccc12	8%	-1%	-13%	6%	3%	i	-1.0%	-0.7%	-1%
Cn1c(CNC(=O)c2ccco2)nnc1SCC(=O)c1ccccc1	-12%	-7%	-2.3%	-2%	-5%	i	-0.7%	-2.3%	3%

Outcome played no part in choosing rows; any-hit rate near 1.6%.
